NSD2 block – NSD2 (human) methyltransferase inhibition; O96028; NSD2-SET H3K36me1 DELFIA fluorescence, biochemical; inhibition, % at 12.5 µM; 0.07% of 44,000 active; AID 624260; in the data active = inhibition above about 54%, passing the limit was not always enough;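 also: inhibitors reduce the monomethyl H3K36 fluorescence signal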
Target sequence (O96028 whole entry, looked up): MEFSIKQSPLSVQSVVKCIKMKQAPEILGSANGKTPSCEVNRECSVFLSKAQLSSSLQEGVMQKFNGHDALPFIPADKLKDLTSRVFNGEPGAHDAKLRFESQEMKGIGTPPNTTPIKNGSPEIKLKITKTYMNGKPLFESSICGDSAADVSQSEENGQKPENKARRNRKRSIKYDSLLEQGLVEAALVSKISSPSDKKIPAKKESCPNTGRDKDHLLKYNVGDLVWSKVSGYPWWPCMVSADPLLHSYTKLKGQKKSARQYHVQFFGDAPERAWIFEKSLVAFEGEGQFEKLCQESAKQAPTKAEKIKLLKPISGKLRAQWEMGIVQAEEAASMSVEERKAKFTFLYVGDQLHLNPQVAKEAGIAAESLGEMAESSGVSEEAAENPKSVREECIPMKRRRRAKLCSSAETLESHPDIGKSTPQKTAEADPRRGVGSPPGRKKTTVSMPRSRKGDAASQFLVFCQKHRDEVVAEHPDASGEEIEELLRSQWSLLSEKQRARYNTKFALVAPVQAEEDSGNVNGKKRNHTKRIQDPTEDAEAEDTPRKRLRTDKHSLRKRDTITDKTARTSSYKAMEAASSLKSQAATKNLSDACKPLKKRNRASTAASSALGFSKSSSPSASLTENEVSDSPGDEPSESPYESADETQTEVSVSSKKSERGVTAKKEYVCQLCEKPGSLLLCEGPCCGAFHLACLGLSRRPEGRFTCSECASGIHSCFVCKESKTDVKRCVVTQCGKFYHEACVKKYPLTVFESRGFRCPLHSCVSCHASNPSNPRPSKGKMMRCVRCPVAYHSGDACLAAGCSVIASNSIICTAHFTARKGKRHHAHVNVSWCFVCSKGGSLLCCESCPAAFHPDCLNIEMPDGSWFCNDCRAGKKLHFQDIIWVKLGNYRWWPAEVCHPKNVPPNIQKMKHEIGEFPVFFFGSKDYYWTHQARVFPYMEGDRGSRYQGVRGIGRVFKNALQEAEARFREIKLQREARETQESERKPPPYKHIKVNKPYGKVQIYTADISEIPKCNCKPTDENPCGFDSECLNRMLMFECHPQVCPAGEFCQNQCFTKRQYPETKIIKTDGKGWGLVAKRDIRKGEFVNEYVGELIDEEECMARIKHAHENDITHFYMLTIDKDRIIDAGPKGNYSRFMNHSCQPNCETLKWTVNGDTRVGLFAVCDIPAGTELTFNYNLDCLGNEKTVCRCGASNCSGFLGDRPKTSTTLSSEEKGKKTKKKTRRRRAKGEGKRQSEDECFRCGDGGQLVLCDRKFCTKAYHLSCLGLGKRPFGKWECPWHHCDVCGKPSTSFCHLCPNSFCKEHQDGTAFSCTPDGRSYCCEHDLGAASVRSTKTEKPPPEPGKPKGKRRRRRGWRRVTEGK
An asterisk follows results filed as active. A portion of the library; the hit share may differ from the screen's.

canonical_smiles | NSD2 block
COc1ccc(S(=O)(=O)N(C)C[C@H]2Oc3ccc(NS(=O)(=O)c4ccccc4)cc3CC(=O)N([C@H](C)CO)C[C@H]2C)cc1 | -6
C[C@@H]1CCCCO[C@H](CN(C)S(C)(=O)=O)[C@H](C)CN([C@@H](C)CO)C(=O)c2cc(NC(=O)Cc3ccccc3)ccc2O1 | -3
C[C@H](CO)N1C[C@H](C)[C@H](CN(C)C)Oc2ccc(N(C)C)cc2C1=O | -3
CC(=O)N(C)C[C@H]1Oc2ncc(-c3ccccc3F)cc2C(=O)N([C@@H](C)CO)C[C@H]1C | -1
C[C@H](CO)N1C[C@H](C)[C@H](CN(C)Cc2ccc(C(=O)O)cc2)Oc2ccc(NC(=O)CCCN(C)C)cc2C1=O | 12
O=C(NC(Cc1cc(=O)[nH]c2ccccc12)C(=O)O)c1ccc(Cl)cc1 (centres undefined) | 0
O=C(NO)c1cccc(C(=O)N/N=C/c2cc(O)ccc2O)c1 | 12
C[C@H]1CN([C@@H](C)CO)C(=O)c2cc(C3=CCCC3)cnc2O[C@@H]1CN(C)Cc1ccc(F)cc1 | 4
O=C(NC1CCCCC1)N[C@H]1CC[C@H](CC(=O)N2CCOCC2)O[C@@H]1CO | 3
Cc1noc(C)c1S(=O)(=O)Nc1cccc2c1O[C@@H](CN(C)Cc1ccc(Cl)c(Cl)c1)[C@@H](C)CN([C@H](C)CO)C2=O | 3
C[C@H]1CN([C@@H](C)CO)C(=O)c2cc(C#CCN(C)C)cnc2O[C@H]1CN(C)S(=O)(=O)c1cn(C)cn1 | -5
C[C@H](CO)N1C[C@H](C)[C@@H](CN(C)C(=O)Nc2ccc(C(F)(F)F)cc2)Oc2c(NC(=O)Nc3cccc4ccccc34)cccc2C1=O | 3
C[C@H](CO)N1C[C@H](C)[C@H](CN(C)C(=O)Nc2ccccc2)Oc2c(NC(=O)Nc3cccc4ccccc34)cccc2C1=O | 0
COc1ccc(S(=O)(=O)N(C)C[C@H]2OCCCC[C@@H](C)Oc3ccc(NC(=O)Nc4ccc5c(c4)OCO5)cc3C(=O)N([C@@H](C)CO)C[C@@H]2C)cc1 | -6
CC(=O)N(C)C[C@H]1Oc2ncc(C#CC(C)(C)O)cc2C(=O)N([C@@H](C)CO)C[C@@H]1C | 1
C[C@@H]1CCCCO[C@H](CN(C)S(C)(=O)=O)[C@@H](C)CN([C@@H](C)CO)C(=O)c2cc(NC(=O)Nc3ccccc3)ccc2O1 | 1
C[C@@H]1CN([C@H](C)CO)C(=O)c2cc(C#CCc3ccccc3)cnc2O[C@@H]1CN(C)CC1CCOCC1 | -2
O=C(C[C@H]1C[C@H]2c3cc(NC(=O)NC4CCCC4)ccc3O[C@H]2[C@H](CO)O1)NCc1ccccc1F | -2
C[C@@H]1CN([C@H](C)CO)C(=O)c2cc(-c3cccc(F)c3)cnc2O[C@@H]1CN(C)S(C)(=O)=O | 2
C[C@@H]1CN([C@@H](C)CO)C(=O)c2cc(NS(C)(=O)=O)ccc2O[C@@H](C)CCCCO[C@@H]1CN(C)C(=O)Nc1ccc(C(F)(F)F)cc1 | 6
Cc1ccc(S(=O)(=O)Nc2ccc3c(c2)C(=O)N([C@H](C)CO)C[C@H](C)[C@H](CN(C)S(=O)(=O)c2ccc(C)cc2)O3)cc1 | 0
C[C@H]1CN([C@@H](C)CO)C(=O)c2cc(NC(=O)CCC(F)(F)F)ccc2O[C@H]1CN(C)C(=O)Nc1ccc(F)cc1 | 1
COc1ccc(NC(=O)N(C)C[C@@H]2OCCCC[C@@H](C)Oc3ccc(NS(=O)(=O)c4ccc(F)cc4)cc3C(=O)N([C@@H](C)CO)C[C@H]2C)cc1 | 6
COc1ccc(NC(=O)Nc2cccc3c2O[C@@H](CN(C)S(=O)(=O)c2cn(C)cn2)[C@@H](C)CN([C@H](C)CO)C3=O)cc1 | 4
C[C@@H]1CN([C@@H](C)CO)C(=O)c2cccc(N(C)C)c2O[C@H]1CN(C)S(C)(=O)=O | 4
C[C@H](CO)N1C[C@H](C)[C@@H](CN(C)C(=O)c2cccc(F)c2)Oc2cc(-c3ccncc3)ccc2S1(=O)=O | 0
C[C@@H]1CN([C@@H](C)CO)C(=O)c2cc(-c3ccccc3)cnc2O[C@@H]1CN(C)Cc1ccc(C(=O)O)cc1 | -4
CNC[C@@H]1Oc2ccc(NC(=O)Nc3cccc4ccccc34)cc2C(=O)N([C@H](C)CO)C[C@H]1C | 10
C[C@@H]1CN([C@H](C)CO)C(=O)Cc2cc(NC(=O)Nc3ccc4c(c3)OCO4)ccc2O[C@H]1CN(C)Cc1ccc(C(F)(F)F)cc1 | -4
COc1ccc(NC(=O)Nc2ccc3c(c2)CC(=O)N([C@@H](C)CO)C[C@H](C)[C@H](CN(C)S(=O)(=O)c2ccccc2)O3)cc1 | -1

Grouped by structure, the entries above containing a Cl atom
canonical_smiles | NSD2 block
O=C(NC(Cc1cc(=O)[nH]c2ccccc12)C(=O)O)c1ccc(Cl)cc1 (centres undefined) | 0
Cc1noc(C)c1S(=O)(=O)Nc1cccc2c1O[C@@H](CN(C)Cc1ccc(Cl)c(Cl)c1)[C@@H](C)CN([C@H](C)CO)C2=O | 3

The results go on:
canonical_smiles | NSD2 block
C[C@@H]1CCCCO[C@H](CN(C)S(=O)(=O)c2cccs2)[C@@H](C)CN([C@@H](C)CO)C(=O)c2cc(NC(=O)Nc3ccc4c(c3)OCO4)ccc2O1 | 2
C[C@H]1CN([C@@H](C)CO)C(=O)c2cc(N(C)C)ccc2O[C@@H]1CN(C)S(=O)(=O)c1cn(C)cn1 | 2
C[C@@H]1CN([C@H](C)CO)C(=O)c2cc(NC(=O)C3CCCCC3)ccc2O[C@@H](C)CCCCO[C@@H]1CN(C)C(=O)Nc1ccc2c(c1)OCO2 | 0
C[C@H](CO)N1C[C@H](C)[C@H](CN(C)Cc2ccccc2)Oc2ccc(NS(=O)(=O)c3ccc(F)cc3)cc2CC1=O | -2
Cc1ccccc1-c1cnc2c(c1)C(=O)N([C@@H](C)CO)C[C@@H](C)[C@H](CN(C)Cc1ccccc1F)O2 | -10
C[C@H]1CN([C@@H](C)CO)C(=O)Cc2cc(NC(=O)c3ccncc3)ccc2O[C@@H]1CN(C)S(=O)(=O)c1ccc(Cl)cc1 | 6
COc1cccc2cc(C(=O)C3C(=O)C(=O)N(CCc4ccccc4)C3c3cccnc3)oc12 (centres undefined) | 0
C[C@H]1CN([C@@H](C)CO)S(=O)(=O)c2ccc(-c3cccc(F)c3)cc2O[C@@H]1CN(C)C(=O)C1CC1 | -3
CCC(=O)N(C)C[C@H]1Oc2ncc(-c3ccc(C)cc3)cc2C(=O)N([C@@H](C)CO)C[C@H]1C | 1
CC(N=Cc1nc2ccccc2n1C)C12CC3CC(CC(C3)C1)C2 (centres undefined) | -3
C[C@H](CO)N1C[C@H](C)[C@@H](CN(C)Cc2ccc(-c3ccccc3)cc2)Oc2ccc(NC(=O)Nc3cccc4ccccc34)cc2CC1=O | 7
Cc1noc(C)c1NC(=O)Nc1ccc2c(c1)C(=O)N([C@H](C)CO)C[C@H](C)[C@H](CN(C)S(=O)(=O)c1ccc(F)cc1)OCCCC[C@H](C)O2 | 0
CCC(=O)N(C)C[C@H]1Oc2ncc(-c3ccc(C#N)cc3)cc2C(=O)N([C@@H](C)CO)C[C@@H]1C | 14
Cc1ccc(S(=O)(=O)N(C)C[C@H]2Oc3ccc(NC(=O)CCC(F)(F)F)cc3CC(=O)N([C@@H](C)CO)C[C@@H]2C)cc1 | -5
COc1ccc(NC(=O)Nc2ccc3c(c2)C(=O)N([C@@H](C)CO)C[C@H](C)[C@H](CN(C)C(=O)NC(C)C)O3)cc1 | 17

Copied from the list.
In NSD2 block, COc1cccc2cc(C(=O)C3C(=O)C(=O)N(CCc4ccccc4)C3c3cccnc3)oc12 (centres undefined) shows 0
In NSD2 block, CC(N=Cc1nc2ccccc2n1C)C12CC3CC(CC(C3)C1)C2 (centres undefined) shows -3
In NSD2 block, COc1ccc(NC(=O)Nc2ccc3c(c2)C(=O)N([C@@H](C)CO)C[C@H](C)[C@H](CN(C)C(=O)NC(C)C)O3)cc1 shows 17
In NSD2 block, C[C@@H]1CN([C@H](C)CO)C(=O)c2cc(NC(=O)C3CCCCC3)ccc2O[C@@H](C)CCCCO[C@@H]1CN(C)C(=O)Nc1ccc2c(c1)OCO2 shows 0
In NSD2 block, Cc1ccc(S(=O)(=O)N(C)C[C@H]2Oc3ccc(NC(=O)CCC(F)(F)F)cc3CC(=O)N([C@@H](C)CO)C[C@@H]2C)cc1 shows -5

(next part)
canonical_smiles | NSD2 block
C[C@H](CO)N1C[C@H](C)[C@@H](CN(C)S(=O)(=O)c2cn(C)cn2)Oc2c(NC(=O)c3ccncc3)cccc2C1=O | 14
C[C@@H]1CN([C@H](C)CO)C(=O)c2cccc(NC(=O)c3ccc(-c4nccs4)cc3)c2O[C@@H]1CN(C)Cc1ccc(C(=O)O)cc1 | 1
CN(C(=S)SCc1ccccc1)c1ccccc1 | 30
Cc1ccc(-c2cnc3c(c2)C(=O)N([C@H](C)CO)C[C@H](C)[C@H](CN(C)C(=O)c2ccc(F)cc2)O3)cc1 | -1
COC(=O)c1c(N)oc2c(-c3cccc(C(F)(F)F)c3)c3c(C(=O)OC)c(N)oc3cc12 | 1
C[C@@H]1CN([C@@H](C)CO)C(=O)Cc2cc(NS(=O)(=O)c3cccs3)ccc2O[C@H]1CN(C)S(=O)(=O)c1cn(C)cn1 | 2
Cc1noc(C)c1NC(=O)N(C)C[C@@H]1OCCCC[C@H](C)Oc2ccc(NS(=O)(=O)c3cn(C)cn3)cc2C(=O)N([C@@H](C)CO)C[C@H]1C | 0
C/C=C/c1cnc2c(c1)C(=O)N([C@@H](C)CO)C[C@@H](C)[C@@H](CN(C)C(=O)Nc1ccccc1F)O2 | 10
C[C@H]1CN([C@@H](C)CO)C(=O)c2ccccc2-c2ccccc2CO[C@@H]1CN(C)S(=O)(=O)c1ccccc1F | 4
COc1ccc(S(=O)(=O)N(C)C[C@@H]2Oc3ccc(N(C)C)cc3C(=O)N([C@@H](C)CO)C[C@@H]2C)cc1 | -6
C[C@H](CO)N1C[C@H](C)[C@@H](CN(C)C)Oc2cc(-c3ccc(C(=O)N(C)C)cc3)ccc2S1(=O)=O | -2
C/C=C/c1ccc2c(c1)O[C@@H](CN(C)Cc1ccc(C(=O)O)cc1)[C@H](C)CN([C@H](C)CO)S2(=O)=O | 2
CCCNC(=O)N(C)C[C@@H]1Oc2ncc(C3=CCCC3)cc2C(=O)N([C@H](C)CO)C[C@H]1C | -5
C[C@H](CO)N1C[C@H](C)[C@@H](CN(C)Cc2ccccc2)Oc2cc(C#Cc3ccccn3)ccc2S1(=O)=O | 5
CCCN(C)C[C@@H]1Oc2cc(-c3ccccc3C)ccc2S(=O)(=O)N([C@@H](C)CO)C[C@@H]1C | -1
C[C@H]1CN([C@@H](C)CO)C(=O)c2cc(C3=CCCCC3)cnc2O[C@H]1CN(C)C(=O)c1ccc(F)cc1 | 8
C[C@@H]1CN([C@H](C)CO)C(=O)c2cc(NS(=O)(=O)c3ccc(F)cc3)ccc2O[C@@H](C)CCCCO[C@@H]1CN(C)S(=O)(=O)c1ccccc1 | -1
COc1ccc(S(=O)(=O)Nc2ccc3c(c2)C(=O)N([C@@H](C)CO)C[C@H](C)[C@@H](CN(C)Cc2ccc(Oc4ccccc4)cc2)O3)cc1 | 3
C[C@@H]1CN([C@H](C)CO)C(=O)c2cc(C#Cc3ccncc3)cnc2O[C@H]1CN(C)Cc1ccncc1 | 7
C[C@H](CO)N1C[C@H](C)[C@@H](CN(C)S(=O)(=O)c2ccccc2)Oc2ncc(-c3cccc(C(=O)N(C)C)c3)cc2C1=O | -48
C=C1C(=O)O[C@H]2CC(C)C3CC[C@@]4(C)O[C@@]34CC12 (some centres undefined) | -79
C[C@@H]1CN([C@H](C)CO)C(=O)c2cc(NC(=O)Nc3ccc(C(F)(F)F)cc3)ccc2O[C@@H](C)CCCCO[C@@H]1CN(C)S(=O)(=O)c1ccccc1 | -8
COc1ccc(NC(=O)Nc2ccc3c(c2)C(=O)N([C@H](C)CO)C[C@@H](C)[C@H](CN(C)S(=O)(=O)c2cccs2)OCCCC[C@H](C)O3)cc1 | 2
COc1ccc(Br)c(/C=N/NC(=O)CCCCC(=O)NO)c1 | -2
COc1ccc(NC(=O)Nc2ccc3c(c2)C(=O)N([C@@H](C)CO)C[C@H](C)[C@@H](CN(C)C(=O)Nc2ccc(F)cc2)O3)cc1 | 7
CCO[C@H]1OC(C(=O)NCc2nc3ccccc3[nH]2)=C[C@@H](c2csc3ccccc23)[C@@H]1CCCO | -6
COc1cccc(-c2ccc3c(c2)O[C@H](CN(C)Cc2cncnc2)[C@@H](C)CN([C@@H](C)CO)S3(=O)=O)c1 | 2
COc1ccc(S(=O)(=O)Nc2ccc3c(c2)C(=O)N([C@H](C)CO)C[C@H](C)[C@@H](CN(C)S(=O)(=O)c2ccccc2)OCCCC[C@@H](C)O3)cc1 | -2
C[C@H]1CN([C@@H](C)CO)C(=O)c2c(c3ccccc3n2C)-c2ccccc2CO[C@H]1CN(C)C(=O)Cc1ccccc1 | -2
CC(C)NC(=O)N(C)C[C@H]1Oc2cc(C#Cc3cccc(F)c3)ccc2S(=O)(=O)N([C@H](C)CO)C[C@H]1C | -1

Nothing new here: an excerpt of the list.
canonical_smiles | NSD2 block
C[C@H]1CN([C@@H](C)CO)C(=O)c2c(c3ccccc3n2C)-c2ccccc2CO[C@H]1CN(C)C(=O)Cc1ccccc1 | -2
CC(C)NC(=O)N(C)C[C@H]1Oc2cc(C#Cc3cccc(F)c3)ccc2S(=O)(=O)N([C@H](C)CO)C[C@H]1C | -1

More structures.
canonical_smiles | NSD2 block
C[C@H](CO)N1C[C@H](C)[C@@H](CN(C)Cc2ccc(C(=O)Nc3ccccc3N)cc2)Oc2ccc(N(C)C)cc2CC1=O | -4
COc1ccccc1NC(=O)N(C)C[C@H]1Oc2ncc(C#CCN(C)C)cc2C(=O)N([C@H](C)CO)C[C@H]1C | -5
C[C@H](CO)N1C[C@H](C)[C@H](CN(C)S(=O)(=O)c2cn(C)cn2)Oc2ccc(NC(=O)Nc3ccccc3)cc2CC1=O | 1
C[C@@H]1CN([C@H](C)CO)C(=O)Cc2cc(NC(=O)CCC(F)(F)F)ccc2O[C@H]1CN(C)Cc1ccc(Oc2ccccc2)cc1 | -15
O=C(NO)c1ccc(C(=O)N/N=C/c2ccc(Br)s2)cc1 | 17
C[C@H]1CCCCO[C@@H](CN(C)CC2CCCCC2)[C@@H](C)CN([C@@H](C)CO)C(=O)c2cc(NS(C)(=O)=O)ccc2O1 | 2
